High-throughput results (PubChem BioAssay)
Runt-CBFb FRET: inhibitors of RUNX1 Runt–CBFb binding, primary screen, biochemical, FRET, Cerulean-Runt, Venus-CBFb, uHTS; 0.46% of 220,000 active; AID 1496, 2009; Cerulean-Runt/Venus-CBFb FRET ratio 530/480, 1 h; inhibition, % at 20 µM;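 active means inhibition over about 50% at 20 µM in the single-dose screen, limit read from the data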;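 further: 0% = DMSO wells and 100% = excess unlabeled CBFb competitor control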
Target sequence (Q01196 whole entry, looked up): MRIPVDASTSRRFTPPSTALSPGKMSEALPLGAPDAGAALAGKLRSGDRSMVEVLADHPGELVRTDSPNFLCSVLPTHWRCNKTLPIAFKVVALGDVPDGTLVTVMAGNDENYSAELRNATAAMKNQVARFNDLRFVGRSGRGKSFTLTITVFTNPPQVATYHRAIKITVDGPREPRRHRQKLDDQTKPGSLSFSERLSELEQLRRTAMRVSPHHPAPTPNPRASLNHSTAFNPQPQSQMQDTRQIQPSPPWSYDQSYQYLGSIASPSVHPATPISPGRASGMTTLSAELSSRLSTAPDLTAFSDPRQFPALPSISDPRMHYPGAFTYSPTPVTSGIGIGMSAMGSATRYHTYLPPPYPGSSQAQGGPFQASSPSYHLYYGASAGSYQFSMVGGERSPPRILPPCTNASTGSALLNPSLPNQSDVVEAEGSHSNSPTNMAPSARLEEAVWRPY
Target sequence (Q13951 whole entry, looked up): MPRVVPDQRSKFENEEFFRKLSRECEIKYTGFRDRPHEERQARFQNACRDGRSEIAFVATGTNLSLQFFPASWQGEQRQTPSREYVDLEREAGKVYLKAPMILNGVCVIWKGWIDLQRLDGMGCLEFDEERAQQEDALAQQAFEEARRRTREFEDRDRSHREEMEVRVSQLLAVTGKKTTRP
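Measured by: fluorescence energy transfer, 422 nm excitation, 530/480 nm emission; test system: Cerulean-tagged RUNX1 Runt domain (FRET donor) fusion protein; buffer or medium: Tris pH 7.5 buffer with BSA; compound: one dose, 20 µM compound, 1% DMSO; times: two 1 h room-temperature incubations shielded from light; benchmarks: unlabeled CBFb 5 µM, positive control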
EP2 antag: human EP2 receptor antagonists, primary screen, TR-FRET cAMP, C6 glioma cells; Prostaglandin E2 receptor EP2 subtype (Homo sapiens), P43116; C6 glioma cells expressing human EP2; cells stimulated with saturating PGE2; inhibition, % at 25 µM; 0.52% of 260,000 active; AID 1422, 2008;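 active means percent inhibition above 40 after rounding to a whole number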;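 further: rat C6 glioma host cells with rolipram phosphodiesterase inhibitor present; the protocol text gives 20 µM as final concentration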
Target sequence (P43116 whole entry, looked up): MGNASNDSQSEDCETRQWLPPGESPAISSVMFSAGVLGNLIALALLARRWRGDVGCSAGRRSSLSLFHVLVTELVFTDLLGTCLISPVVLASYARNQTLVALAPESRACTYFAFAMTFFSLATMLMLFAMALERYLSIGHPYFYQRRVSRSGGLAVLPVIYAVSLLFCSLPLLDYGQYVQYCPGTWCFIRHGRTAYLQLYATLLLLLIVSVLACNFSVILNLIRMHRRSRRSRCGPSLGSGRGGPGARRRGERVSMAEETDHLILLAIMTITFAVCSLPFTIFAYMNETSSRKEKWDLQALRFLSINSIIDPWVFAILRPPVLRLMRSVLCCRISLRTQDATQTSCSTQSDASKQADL
PERK inh: block of dimerizer-induced PERK translation repression, primary screen, PERK inhibitor project, CHO PERK-DD cells, SEAP luminescence, HTS. Eukaryotic translation initiation factor 2-alpha kinase 3 (Homo sapiens), Q9NZJ5. CHO PERK-DD fusion, SEAP luminescence translation reporter. inhibition, % at 5.6 µM. 0.17% of 220,000 active;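 active means inhibition above the mean inhibition of all tested compounds plus 3 SD, set separately per screening campaign, cut at about 2.9% in these data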;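 further: PERK kinase domain activated by AP20187 dimerizer at 100 nM; 0% = DMSO with dimerizer and 100% = rapamycin at 8.4 µM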
TNF necrop inh: inhibitors of TNF-alpha triggered necroptosis, primary screen, cell-based, Jurkat FADD-/-, single concentration; activation (protection from cell death), % at 10 µM; AID 463075, 2010; 0.068% of 220,000 active; Jurkat FADD-/- TNF necroptosis rescue, ATP luminescence, 24 h; 0 = TNF only, 100 = no-TNF cells;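 active means activation, meaning protection from cell death, of at least 50% relative to plate controls; inactive means activation below 50%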;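 further: necroptosis triggered by 40 ng/mL TNF-alpha added together with compound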
EP2 modulator: EP2 receptor modulators, cAMP readout, primary screen, cell-based, HTRF cAMP, PGE2 stimulation. Prostaglandin E2 receptor EP2 subtype (Homo sapiens), P43116. EP2-expressing cells, cAMP HTRF FRET, PGE2 co-stimulation. induction, % at 25 µM. 0.83% of 260,000 active. AID 940, 2007;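 active means compounds whose cAMP rise, as percent of the full-agonist control response, exceeds 60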;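 further: rat C6 glioma line stably carrying human EP2 under a CMV promoter; the protocol text gives 20 µM as final concentration; 100% = response of wells given 1 µM PGE2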
RBBP9 inh: human RBBP9 inhibitors, primary screen, biochemical, fluorescence polarization, FP-Rh probe, HTS; Serine hydrolase RBBP9 (Homo sapiens), O75884; recombinant RBBP9; inhibition, % at 7.94 µM; 0.2% of 220,000 active; AID 1515, 2009;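 active means inhibition above the campaign mean of all tested compounds plus 3 SD, cut at about 14% in these data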;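 further: plate controls were DMSO wells with RBBP9 for no effect and wells lacking RBBP9 protein for full effect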
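Measured by – fluorescence polarization · Test system – RBBP9 protein · Input – 2.5 µM RBBP9 dispensing solution, before mixing · Measure – percent inhibition from mP, scaled between DMSO and no-protein wells · Benchmarks – DMSO-treated enzyme wells and wells lacking RBBP9 · Times – preincubation 30 min plus labeling 45 min at 25 °C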
L929 necroptosis: inhibitors of zVAD-triggered necroptosis, primary screen, L929 cells. L929 zVAD necroptosis rescue, ATP luminescence, 24 h; with zVAD 60 µM. viability rescue, % at 10 µM. 0.38% of 220,000 active;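 active means activation, scaled between plate controls, above about 75%, limit read from the data; inactive means activation under that limit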;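 further: 0% = zVAD with DMSO and 100% = DMSO alone without zVAD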
Hck-Nef inh: inhibitors of Nef-activated human Hck kinase, primary screen, biochemical, Z-Lyte FRET, 384-well, Hck-YEEI | 0.68% of 220,000 active | Tyrosine-protein kinase HCK (Homo sapiens), P08631 | inhibition, % at 20 µM | Recombinant Hck-YEEI plus Nef, Z-Lyte FRET kinase assay;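 active means Hck-Nef kinase inhibition above about 50%, limit read from the data; inactive means inhibition below that limit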;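 further: 0% = DMSO with Hck plus Nef and 100% = Hck alone without Nef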
Runt-SMMHC FRET: inhibitors of RUNX1 Runt–CBFb-SMMHC binding, primary screen, biochemical, FRET, Cerulean-Runt, Venus-CBFb-SMMHC, uHTS; Runt-related transcription factor 1 (Homo sapiens) + Core-binding factor subunit beta …; Cerulean-Runt/Venus-CBFb-SMMHC FRET ratio 530/480, 1 h; inhibition, % at 20 µM; 0.74% of 220,000 active; AID 1434, 2008;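 active means mean inhibition across duplicate retests at 20 µM reaching about 50%, limit read from the data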;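 further: 0% = DMSO wells and 100% = wells with excess untagged CBFb-SMMHC; inhibitors lower the FRET ratio by blocking Runt binding to CBFb-SMMHC; some results filed as inactive read as strong as hits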
* hit, by the source's call; x = no result given. The list is partial; the hit share may differ from the screen's.

SMILES	Runt-CBFb FRET	EP2 antag	PERK inh	TNF necrop inh	EP2 modulator	RBBP9 inh	L929 necroptosis	Hck-Nef inh	Runt-SMMHC FRET
c1ccc(-c2nc3c4ccccc4ccn3c2CN2CCCCC2)cc1	-0.1	5.9	-2.9	-0.5	54.3	-9.0	0.1	15.4	2.9
COc1ccc(NC(=O)C2CC(=O)n3ncnc3N2)cc1 (stereo unspecified)	-1.2	6.4	0.2	-2.6	8.8	-2.9	0.0	0.9	-2.4
Cc1ccc(S(=O)(=O)N2CCC(C(=O)NCCc3ccccc3)CC2)cc1	-1.5	7.3	-1.7	2.0	-7.4	2.7	0.1	1.2	4.6
Cc1ccc(/C=N/Nc2cn[nH]c(=O)n2)o1	0.2	3.7	-0.4	-1.0	6.4	1.2	5.2	26.1	0.8
COc1ccc2nc(Nc3nc(-c4ccncc4)cs3)sc2c1	-5.1	6.0	0.2	3.0	-15.5	0.8	68.4	15.9	-2.7
Cn1c(=O)oc2cc(NC(=O)CCl)ccc21	-1.2	5.0	0.6	2.4	23.0	-1.5	2.5	21.1	0.8
Cc1ccccc1N=C1c2cc([N+](=O)[O-])ccc2-c2ncccc21	-0.6	14.4	0.5	-2.2	47.3	2.1	0.1	2.2	-2.3
CC(c1cccs1)N(C)Cc1nc(CCc2ccccc2)no1 (stereo unspecified)	-1.9	3.2	0.0	0.1	12.4	-6.6	0.1	3.7	-1.3
COc1ccc(COC(=O)Nc2cc3c(C(F)(F)F)nn(C)c3s2)cc1	0.0	19.7	0.3	-6.1	-31.5	2.2	0.9	-2.2	0.4
C(=N\Nc1ccc2nncn2n1)/c1ccccn1	-1.6	8.9	0.6	-18.0	-3.1	-10.9	12.7	3.9	2.7
COC(=O)N/N=C(/c1ccccc1)C1CCCCC1	0.6	9.5	1.3	2.1	28.6	-0.7	6.9	22.8	0.3
CC(=O)Nc1ccc(SCC(=O)c2cc(C)n(-c3ccccc3)c2C)cc1	2.1	11.4	0.7	-1.9	17.6	-3.1	2.0	0.6	1.6
O=C(CN1C(=O)COc2ccccc21)Nc1ccc(F)cc1	19.3	9.8	1.5	-2.2	4.3	4.7	0.1	-0.4	4.4
C=CCC(O)(CC=C)C(C)N (stereo unspecified)	-2.1	6.0	0.5	0.2	23.7	0.7	8.1	14.0	0.2
Cc1csc(=Nc2c(C)n(C)n(-c3ccccc3)c2=O)n1Cc1ccccc1	-0.5	12.0	-0.5	-3.1	-8.3	-12.7	-0.2	-0.6	0.9
CCN1CCN(CC(O)COCc2cc(OC)c(OC)c(OC)c2)CC1 (stereo unspecified)	-0.1	4.3	1.2	-0.4	29.2	2.9	-1.0	12.1	-5.9
C1CNCCOCCNCCN1	-2.4	12.6	0.1	-2.1	26.6	1.1	0.1	1.6	1.5
O=C(O)c1[nH]c2ccc(Cl)cc2c1CCN1C(=O)c2ccccc2C1=O	-2.3	13.1	1.6	1.6	-20.0	-2.9	1.0	14.2	1.1
CCCCCOc1ccc(CSc2n[nH]c(C)n2)cc1	-3.9	9.0	1.4	0.7	-22.1	-7.8	6.0	15.4	-1.9
CSc1ncccc1C(=O)N1CCCC(CCC(=O)NCc2ccccc2F)C1 (stereo unspecified)	0.4	3.4	0.0	-0.8	6.1	-5.5	0.7	18.1	-4.0
CC1(CC(=O)O)SC(=O)NC1=O (stereo unspecified)	-1.3	5.2	1.4	-3.2	-5.8	-1.5	0.3	2.4	-7.7
O=C(CCN1C(=O)c2ccccc2C1=O)C1=NN[C@@H]2C(=O)N(c3ccc4c(c3)OCO4)C(=O)[C@H]12	3.6	6.0	2.1	4.0	16.3	4.9	0.3	11.3	1.4
O=C1N=C(N2CCCCC2)S/C1=C\c1ccncc1	-0.2	12.0	1.8	3.0	-5.0	5.3	0.1	-15.3	1.2
Cc1ccccc1S(=O)(=O)c1c(C)cc(-c2ccccc2)[nH]c1=O	2.0	15.8	0.7	-0.8	9.7	-3.4	1.1	4.8	4.9
Nc1nnc(-c2ccccc2)c(-c2ccccc2)n1	2.7	17.4	0.2	-3.4	-14.3	-9.0	-0.1	1.8	16.8

More compounds.
SMILES	Runt-CBFb FRET	EP2 antag	PERK inh	TNF necrop inh	EP2 modulator	RBBP9 inh	L929 necroptosis	Hck-Nef inh	Runt-SMMHC FRET
CCOC(=O)CN(C#N)c1nc(C)cc(C)n1	-138.1	3.0	2.7	-2.0	-0.3	-2.1	0.3	1.1	-4.5
C/C(=C\C(=O)O)C12CC3CC(CC(C3)C1)C2	2.6	14.5	1.4	-0.2	3.9	-6.9	-0.6	-0.9	-3.1
O=C(CCl)Nc1cc(S(=O)(=O)N2CCCCCC2)ccc1Cl	0.2	1.0	0.4	10.0	-7.9	-4.0	0.4	1.2	5.1
Cc1ccc(S(=O)(=O)NCc2ccc(C(=O)NCc3cccnc3)cc2)cc1	-0.2	4.3	0.9	13.7	-12.3	6.4	-1.1	19.4	-3.9
O=C(CSc1nnc2n1CCCN2)c1ccc(Cl)cc1	0.1	9.9	0.3	2.7	0.0	-8.2	0.5	-2.5	0.9
CN(Cc1ccccc1)c1nc2c(c(=O)[nH]c(=O)n2C)n1CCCSc1ncccn1	-1.7	7.6	-0.7	-2.9	15.1	-2.9	-1.2	0.6	3.8
COc1cc(OC)cc(-c2cc3nc(C)c(CCC(=O)NCc4ccccc4)c(C)n3n2)c1	0.4	3.4	-0.8	0.3	-70.7	-2.4	0.3	19.7	-1.0
O=C(COc1ccccc1C(=O)c1cnn(-c2ccccc2)c1)Nc1ccc2ccccc2c1	-0.6	4.7	0.2	2.5	-15.2	-6.3	1.3	-0.1	2.8
N#Cc1c(Cl)nsc1NN	19.8	-3.1	-0.2	-2.2	5.2	-4.0	-0.1	-3.7	-3.2
COc1ccc(C(=O)CSc2nnc(NC(=O)C3CC(=O)N(c4cccc(OC)c4)C3)s2)cc1 (stereo unspecified)	-6.3	11.9	0.5	1.6	5.9	0.3	1.9	7.8	1.9
CCOC(=O)Nc1ccc(OC)cc1S(=O)(=O)N1CCCCC1	1.6	8.7	0.6	-0.9	8.9	3.7	0.3	0.3	-2.0
Cc1ccc2cc(CCNC(=O)c3ccc4c(c3)OCO4)c(=O)[nH]c2c1	-1.4	12.6	-0.8	-3.1	-1.7	-4.3	0.2	0.6	1.5
CCN1CCN(C(=S)c2ccc(O)cc2)CC1	53.7*	-0.5	-0.3	0.4	-8.6	-3.1	2.1	27.1	27.0
O=C(O)c1ccc(-n2nnnc2SCc2ccccc2)cc1	4.6	3.5	0.8	2.6	-7.6	1.1	0.0	1.5	-3.1
COc1ccc(-n2c(NN)nc3sc4c(c3c2=O)CCCC4)cc1	0.4	9.2	0.0	1.6	-3.3	-6.1	0.9	-15.5	-100.3
O=C(CSc1ncnc2c1cnn2CCO)Nc1cccc(C(F)(F)F)c1	-1.5	9.6	0.2	1.9	-53.7	-6.2	-0.2	6.0	-1.8
COc1ccc(CC(=O)Nc2cc(Cl)ccc2C(=O)O)cc1	-0.1	5.5	-0.4	-0.7	-6.4	-7.4	4.1	26.1	-2.0
Cc1ccc(-c2nn(-c3cccc(F)c3)cc2CNCc2cccnc2)o1	3.1	2.2	0.2	-1.3	9.8	-0.6	0.3	-1.3	2.2
CCOc1ccc(CNC(=O)C2CCC(=O)N2C2CCCC2)cc1OC (stereo unspecified)	-0.7	5.3	0.4	-2.9	8.7	-2.9	-0.2	0.1	1.4
CSc1nnc(-c2ccccc2SC)o1	0.9	19.9	0.7	0.7	30.9	-7.2	-1.4	13.7	4.3
Cc1ccc(S(=O)(=O)Nc2cccc(-c3ccc4nnc(C)n4n3)c2)s1	1.1	0.4	0.2	-2.6	32.5	-10.3	5.6	-4.9	2.6
Cc1nc(Nc2ccc(F)cc2)nc(Nc2ccc(F)cc2)c1[N+](=O)[O-]	-2.6	4.5	2.0	-0.9	27.9	-0.6	1.1	3.9	-6.4
COC(=O)CSc1nnc(CNC(=O)c2cccc(C)c2)n1-c1ccccc1OC	1.1	x	-0.7	0.1	1.0	-2.2	0.2	1.8	1.0
C[C@@H]1C=C(C(=O)NC2CC2)O[C@H](OCc2ccc(CO)cc2)C1	0.7	9.3	x	0.4	12.4	x	-0.8	29.1	1.1
Fc1ccc(Nc2nc(Oc3ccc4c(c3)OCO4)nc(N3CCOCC3)n2)c(F)c1	0.6	8.3	-0.3	-1.3	5.2	-3.2	1.4	0.2	-0.4

(list continues)
SMILES	Runt-CBFb FRET	EP2 antag	PERK inh	TNF necrop inh	EP2 modulator	RBBP9 inh	L929 necroptosis	Hck-Nef inh	Runt-SMMHC FRET
c1ccc(-c2nc(NC3CC3)nc(-n3ccnc3)n2)cc1	-0.2	4.6	-0.4	-6.4	32.1	-3.3	-0.1	2.7	2.2
Cc1nc2ccc(Cc3ccc4nc(C)[nH]c4c3)cc2[nH]1	-0.8	13.1	-0.1	0.5	15.3	4.7	-0.6	3.9	4.2
CC(=O)c1cccc(NC(=O)COC(=O)[C@@H](NC(=O)OCc2ccccc2)C(C)C)c1	0.7	5.2	0.5	-0.8	-4.5	-7.1	1.3	2.1	3.5
COc1ccc(NC(=O)N(C2CCCCC2)C2CCN(C(C)C)CC2)c(OC)c1	-2.1	14.0	1.8	-2.2	-8.6	0.2	-0.2	1.3	-19.3
CCNC(=S)Nc1ccc(Oc2ccccc2)cc1	x	13.9	1.5	-4.3	x	-1.5	-0.3	1.4	x
O=C(NCCc1ccc(Cl)cc1)C1CCN(C(=O)c2sccc2-n2cccc2)CC1	19.6	6.7	-0.2	-1.6	-6.0	-4.3	0.6	2.5	-0.3
c1ccc(C(c2ccccc2)N2CCN(Cc3nnnn3C3CCCCC3)CC2)cc1	-2.5	0.3	0.9	-2.2	56.5	2.0	0.6	4.4	1.1
Cc1nn(-c2ccccc2C(=O)O)c(=O)c2ccccc12	-0.2	9.8	0.8	-1.1	10.4	-0.6	-0.1	1.3	-1.0

An excerpt from above with just EP2 antag.
canonical_smiles	EP2 antag
Fc1ccc(Nc2nc(Oc3ccc4c(c3)OCO4)nc(N3CCOCC3)n2)c(F)c1	8.3
c1ccc(C(c2ccccc2)N2CCN(Cc3nnnn3C3CCCCC3)CC2)cc1	0.3
